UCHL1 inh – human UCHL1 deubiquitinase inhibition; P09936; purified UCHL1, Ub-rhodamine cleavage fluorescence; inhibition, % at 20 µM; actives 0.2% (n = 47,000); AID 1645859
USP10 block – blocks human USP10 ubiquitin-rhodamine cleavage; Q14694; purified USP10, Ub-rhodamine fluorescence, 60 min; inhibition, % at 20 µM; actives 1.1% (n = 47,000)
USP8 inh – blocks human USP8 ubiquitin-rhodamine cleavage; P40818; purified USP8, Ub-rhodamine cleavage fluorescence, 30 min; inhibition, % at 20 µM; actives 4.2% (n = 47,000); AID 1645853
USP30 block – blocks human USP30 ubiquitin-rhodamine cleavage | Q70CQ3 | purified USP30, Ub-rhodamine cleavage fluorescence | actives 5.3% (n = 47,000) | inhibition, % at 25 µM
USP7 block – inhibitors of human USP7 deubiquitinase | Q93009 | purified USP7, Ub-rhodamine cleavage fluorescence | inhibition, % at 20 µM | actives 0.3% (n = 47,000)
USP28 inh – human USP28 deubiquitinase inhibition. actives 3% (n = 47,000). inhibition, % at 25 µM. purified USP28, Ub-rhodamine cleavage fluorescence, 30 min. AID 1645857
OTUD3 inh – blocks human OTUD3 ubiquitin-rhodamine cleavage | inhibition, % at 25 µM | purified OTUD3, Ub-rhodamine fluorescence, 2 h | actives 0.7% (n = 47,000) | Q5T2D3
Target sequence (Q5T2D3 whole entry, looked up): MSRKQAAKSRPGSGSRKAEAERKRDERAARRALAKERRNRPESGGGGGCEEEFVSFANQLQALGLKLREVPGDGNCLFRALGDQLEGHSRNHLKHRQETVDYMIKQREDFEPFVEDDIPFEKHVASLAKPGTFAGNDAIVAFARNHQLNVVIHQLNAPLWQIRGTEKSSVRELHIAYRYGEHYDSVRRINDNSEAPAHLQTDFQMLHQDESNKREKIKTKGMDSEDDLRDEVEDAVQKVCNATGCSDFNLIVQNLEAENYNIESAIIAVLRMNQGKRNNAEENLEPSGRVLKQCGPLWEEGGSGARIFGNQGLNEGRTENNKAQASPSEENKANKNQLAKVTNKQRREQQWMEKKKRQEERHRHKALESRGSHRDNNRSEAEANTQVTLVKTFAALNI
USP17 block – human USP17-like deubiquitinase inhibition; purified USP17, Ub-rhodamine cleavage fluorescence, 3 h; A8MUK1; AID 1645855; actives 6.5% (n = 47,000); inhibition, % at 50 µM
Target sequence (A8MUK1 whole entry, looked up): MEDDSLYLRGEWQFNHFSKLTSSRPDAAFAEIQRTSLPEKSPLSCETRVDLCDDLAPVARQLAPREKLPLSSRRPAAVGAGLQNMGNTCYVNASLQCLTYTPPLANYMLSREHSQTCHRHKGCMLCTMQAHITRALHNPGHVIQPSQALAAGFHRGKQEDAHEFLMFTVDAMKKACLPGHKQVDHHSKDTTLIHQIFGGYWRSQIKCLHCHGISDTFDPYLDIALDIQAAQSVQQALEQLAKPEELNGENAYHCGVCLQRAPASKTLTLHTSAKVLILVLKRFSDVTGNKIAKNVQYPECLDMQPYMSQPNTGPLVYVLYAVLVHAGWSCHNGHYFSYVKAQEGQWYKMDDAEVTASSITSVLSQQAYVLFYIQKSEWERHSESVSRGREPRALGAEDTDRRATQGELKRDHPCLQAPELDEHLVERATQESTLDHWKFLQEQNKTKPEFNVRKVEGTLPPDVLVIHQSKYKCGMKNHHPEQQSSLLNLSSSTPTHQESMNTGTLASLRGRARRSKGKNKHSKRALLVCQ
Starred values were filed as active, the others as inactive. Cut-off read from the data, not from the text of the source: active = inhibition above about 30%; inactive = the rest.

| SMILES | UCHL1 inh | USP10 block | USP8 inh | USP30 block | USP7 block | USP28 inh | OTUD3 inh | USP17 block |
| --- | --- | --- | --- | --- | --- | --- | --- | --- |
| Cc1c(OCc2ccc(Cl)cc2Cl)ccc2c1OC(C)(C)CC2=O | 3 | 3 | 12 | 29 | -4 | 6 | 12 | 27 |
| O=C(c1nc(CCS(=O)(=O)c2ccc(F)cc2)no1)N1CCCCCC1 | -4 | 0 | 0 | -8 | 3 | -6 | 0 | -8 |
| Cc1cc(C)cc(NC(=O)Nc2ccccc2OCc2cc(=O)n3c(ncn3C(C)C)n2)c1 | -1 | 40* | 50* | -27 | 10 | -6 | -17 | -10 |
| O=C(/C=C/c1ccccc1)N(Cc1ccc2c(c1)OCO2)Cc1nc2ccccc2c(=O)[nH]1 | 0 | 5 | -38 | -29 | 1 | -21 | -14 | -17 |
| Cc1ccc(-c2nnc3ccc(SCC(=O)N4CCCc5ccccc54)nn23)cc1 | -7 | -1 | -4 | 30* | -4 | 18 | 3 | -4 |
| N#Cc1cnn2c1nc(N1CCCCC1)c1ccccc12 | -3 | -5 | -3 | -56 | -7 | -12 | -8 | -31 |
| CCc1cccc(NC(=O)CSC2=NS(=O)(=O)c3ccccc3N2CC)c1 | 3 | 3 | -25 | 24 | 6 | 16 | 11 | -3 |
| CN(C(=O)Cn1c(=O)nc(N(C)c2ccccc2)c2ccccc21)c1ccccc1 | 1 | 0 | 9 | 18 | 2 | 10 | 10 | 3 |
| COCCn1cnc2nnc3ccc(C(=O)NC(C)C)cc3c21 | -1 | -2 | -4 | -10 | 3 | -14 | -4 | -4 |
| CCn1nc(C(=O)N2CCCC(C)C2)c(=O)c2ccccc21 (stereo not drawn) | -3 | 0 | -247 | -15 | 0 | -1 | -4 | -2 |
| COc1ccccc1OCCC(=O)Nc1cccc(S(=O)(=O)N(C)C)c1 | 0 | -2 | 10 | 11 | 0 | 19 | 5 | 10 |
| Fc1cc(Oc2ncccn2)ccc1-c1ccccc1 | 3 | 1 | 0 | 10 | -9 | 11 | -6 | 2 |
| CCCc1noc(-c2ccnc(-n3ncc(C(=O)N4CCCCC4)c3C)c2)n1 | 2 | 1 | 3 | 16 | 4 | 12 | 11 | 10 |
| CC1(C)CC(=O)C2=C(C1)Nc1ccccc1N(C(=O)c1ccccc1)C2c1ccc(Br)cc1 (stereo not drawn) | 3 | 5 | -3 | -2 | -1 | 0 | 0 | 1 |
| Cc1ncsc1CN1CCCC(c2cnc(Nc3cnccn3)cn2)C1 (stereo not drawn) | -4 | 0 | 4 | -6 | 0 | -15 | -5 | -5 |
| O=c1c(NCCCc2ccccc2)nccn1-c1ccc2c(c1)OCCO2 | 0 | -5 | -1 | -17 | -2 | 21 | -5 | -1 |
| O=C(NCc1nc2ccccc2[nH]1)c1cccc(S(=O)(=O)N2CCc3ccccc32)c1 | 2 | 7 | -61 | 59* | 10 | 29 | 13 | 31* |
| CCC(=O)N(C1CCOCC1)C1CCN(S(=O)(=O)c2cccc(Cl)c2)CC1 | 0 | -1 | 8 | -1 | 2 | 3 | 2 | 0 |
| CN(Cc1ccccc1)C(=O)CSc1nnc(-c2ccc3c(c2)OCO3)o1 | 2 | 2 | -20 | 29 | 2 | 19 | 7 | 5 |
| O=c1cc(NC2CCCCC2)n(-c2ccccc2)c(=O)n1-c1ccccc1 | -1 | -2 | -5 | 4 | 0 | -2 | 0 | 1 |
| O=C(c1ccccc1)N1CCS(=O)(=O)[C@@H]2CCN(Cc3ccccc3)CC[C@@H]21 | 0 | 3 | -12 | 12 | 1 | 9 | 14 | 4 |
| O=C(O)CCc1ccc(S(=O)(=O)Nc2ccccc2Oc2ccccc2)cc1 | -3 | 5 | 13 | -51 | -8 | 4 | 7 | 12 |
| O=C(Nc1ccc2c(c1)OCO2)N1CCCn2c(nc3ccccc32)C1 | -2 | -1 | 4 | 11 | -1 | -4 | 1 | -3 |
| CC(=O)NCCNC(=O)N1CCn2nc(-c3ccc4ccccc4c3)cc2C1 | 3 | 1 | -5 | -6 | -2 | -9 | -17 | 16 |
| Fc1ccc(C(c2nnc(-c3ccccc3)o2)N2CCN(c3ccccn3)CC2)cc1 (stereo not drawn) | -6 | 0 | -23 | 0 | -3 | -1 | -4 | 1 |
| CSc1nc2n(n1)C(c1cccnc1)C(C(=O)Nc1ccc(F)cc1)=C(C)N2 (stereo not drawn) | 1 | 1 | 1 | 14 | 6 | 5 | 17 | 12 |
| Cc1ccc(NC(=O)c2ccc(N3C(=O)C(C)(C)CS3(=O)=O)cc2)cc1Cl | -1 | -1 | 7 | -14 | -139 | -4 | -4 | 0 |
| CN(CC(=O)Nc1ccc(F)cc1Cl)Cc1ccc2c(c1)OCO2 | -1 | 4 | -5 | -9 | -5 | 2 | -4 | -5 |
| O=C(NCC1CCCO1)c1nn(-c2ccc(F)cc2)c2c1CCCCC2 (stereo not drawn) | 2 | 0 | 20 | 13 | -17 | 15 | 10 | 15 |
| Cc1ccc(CNC(=O)c2cc(=O)nc3sc(N4CCCC(C)C4)nn23)cc1 (stereo not drawn) | 1 | 2 | 17 | 30* | -11 | 20 | 7 | 9 |
| CCN1[C@H]2CCN(Cc3ccc(OC)cc3)CC[C@@H]2Oc2ccccc2S1(=O)=O | 4 | 0 | -6 | 7 | 8 | 4 | 11 | 0 |
| Cc1[nH]c2ccccc2c1CCNC(=O)/C(=C/c1ccc(OC(C)C)cc1)NC(=O)c1ccccc1 | 0 | -6 | -35 | -36 | -5 | -10 | -15 | -7 |
| Cc1ccc(Nc2nc(O)c(CC(=O)Nc3ccc(C(C)C)cc3)s2)cc1C | -4 | 12 | -1 | 0 | -2 | -1 | 4 | 7 |
| Cc1cccc(NC(=O)CCc2nc3ccccc3n2-c2ccccc2)c1C | 4 | 0 | 0 | 0 | -22 | 0 | -2 | -12 |
| O=C(CCc1nnc2ccc(N3CCOCC3)nn12)NCc1ccco1 | 0 | 1 | 21 | 17 | 1 | 5 | 6 | 0 |
| O=C1CCc2cc(S(=O)(=O)Nc3ccccc3C(=O)Nc3ccccc3)ccc2N1 | 5 | 3 | -5 | 15 | 8 | 10 | 9 | 10 |
| O=c1cnnc(NC(c2ccccc2)c2ccccc2)[nH]1 | -1 | 0 | 15 | 6 | 6 | 0 | 6 | 10 |
| Cc1ccc(S(=O)(=O)N2CCC3(CC2)NCCN=C3NC2CCCC2)cc1C | 0 | -3 | -13 | 0 | 4 | 6 | 1 | -3 |
| Cc1cccc(C(=O)Nc2cc3c4c(c2)CC(=O)N4CCC3)c1 | 1 | -2 | 39* | -22 | 0 | 37* | -15 | -5 |
| CCOC(=O)c1noc2nc(C)nc(N3CCCC3)c12 | 0 | 2 | 4 | 5 | 0 | -6 | 10 | 0 |

Following part
Order of values – UCHL1 inh | USP10 block | USP8 inh | USP30 block | USP7 block | USP28 inh | OTUD3 inh | USP17 block
- Cc1nn(C)cc1CN1CCC2(CC1)Nc1ccccc1C1=NCCN12
    -1 | -4 | 4 | -3 | 4 | 0 | 8 | -2
- Cc1ccc(C(=O)N(Cc2nc3nc(C)cc(=O)n3[nH]2)c2ccccc2)cc1
    -1 | 1 | -7 | -9 | 1 | -1 | -2 | -1
- COc1ccc(C(=O)CSc2nnc3n(Cc4ccc(C)cc4)c(=O)c4ccccc4n23)cc1OC
    9 | 4 | 5 | 45* | 8 | 16 | 13 | 25
- COc1ccc(-c2nn(-c3ccccc3)cc2/C=C/C(=O)Nc2ccc(C(C)=O)cc2)cc1OC
    3 | 7 | 30 | 84* | 3 | 48* | 47* | 55*
- Cc1cccc(NC(=O)CCn2cnc3c2c(=O)n(C)c(=O)n3C)c1C
    1 | 0 | 11 | 9 | 4 | 4 | 7 | 7
- CC(=O)N1Cc2ccccc2CC2(CCN(Cc3cccnc3)CC2)C1
    -1 | -1 | -11 | 18 | 1 | 10 | 4 | 6
- Cc1nn(C)c2sc(C(=O)N(Cc3ccccn3)Cc3ccccn3)cc12
    3 | 0 | 9 | 9 | 2 | 5 | 2 | 2
- CC1CC(=O)N(Cc2cccc(F)c2)c2ccccc2S1(=O)=O (stereo not drawn)
    0 | 4 | -11 | -49 | -6 | -5 | 1 | -1
- O=C(Cn1cccc1-c1nc(-c2ccccc2)cs1)N1CCOCC1
    0 | 9 | 19 | 26 | 1 | 18 | -4 | 74*
- O=C(Nc1ccc(F)cc1)N1CCCn2nnc(CN3CCCCC3)c2C1
    -4 | -2 | -24 | 0 | -6 | -5 | -1 | -10
- CCOC(=O)Nc1ccc2c(CNC(C)c3ccccc3OC)cc(=O)oc2c1 (stereo not drawn)
    -1 | -2 | -16 | -51 | -1 | -9 | -17 | -18
- COc1ccc(Cn2c3c(c(=O)[nH]c2=O)CN(CCc2ccccc2)CN3)cc1
    -1 | 3 | -21 | -5 | -16 | -1 | 0 | 3
- Clc1ccc2c(Oc3ccc(Br)cc3)ncnc2c1
    -1 | 5 | 10 | 0 | 8 | 1 | 5 | 5
- O=C(OCc1ccc(F)cc1)c1cc(-c2cccnc2)nc2ccccc12
    1 | -7 | 4 | -24 | 3 | 4 | 1 | -15
- Cc1ccccc1CNS(=O)(=O)c1cc(-c2[nH]ncc2C(=O)N(C)C)oc1C
    -2 | -1 | -14 | -25 | 0 | -15 | -6 | -10
- Cc1c(CC(=O)N2CCN(c3ncccn3)CC2)c(=O)oc2cc(O)ccc12
    0 | 4 | 4 | -9 | 2 | -3 | 7 | 63*
- COc1ccc2oc(=O)c(N(C)S(=O)(=O)c3ccc(C)cc3)cc2c1
    1 | -5 | 29 | -14 | 1 | 26 | 5 | 7
- Cc1ccc(/C=C(\C(=O)N(CCO)Cc2ccccc2)n2ccccc2=O)cc1
    0 | 0 | 29 | 16 | -15 | 7 | 12 | 16
- Cc1ccc(-n2c(C)nnc2SCC(=O)NC2CC2)cc1
    -2 | 2 | 2 | -5 | -1 | 0 | -6 | -5
- Cn1c(=O)n(CC(=O)N2CCCCCC2)c(=O)c2cnc(-c3ccc(Cl)cc3)nc21
    1 | -5 | -17 | -4 | -26 | 5 | 6 | 5
- CCN1CC(c2ccn3ncc(C(=O)Nc4ccc(Cl)cc4)c3n2)CC1=O (stereo not drawn)
    0 | -11 | 2 | 10 | -3 | 6 | 4 | 8
- Cc1ccoc1C(=O)N1C[C@H](OCC2CC2)[C@H]2OCCC[C@H]21
    -3 | -7 | -26 | -19 | -3 | -12 | -8 | -14
- Cc1nc2ccccc2c(=O)n1-c1ccc(F)c(NC(=O)c2ccccc2F)c1
    0 | -2 | 0 | -9 | -1 | -4 | -12 | -5
- CCOC(=O)c1cccc(NC(=O)Nc2cccn3nc(C)nc23)c1
    2 | 0 | -11 | 14 | 1 | 83* | -4 | -14
- COc1ccc(-c2[nH]nc3c2C(c2sccc2C)CC(=O)O3)cc1 (stereo not drawn)
    3 | -1 | -11 | -15 | 1 | 1 | 3 | -3
- Cc1noc(-c2ccnc(-n3ncc(C(=O)NC4CCCCCC4)c3C)c2)n1
    0 | 0 | 4 | -1 | 4 | -10 | -1 | -5
- Cc1cc2nc(NCCc3ccccc3)c3ccccc3n2n1
    4 | 6 | -25 | -8 | 4 | -6 | -12 | -17
- CCOc1ccc(-n2c(SCC(=O)N3CC(=O)Nc4ccccc43)nnc2-c2ccc(OC)cc2)cc1
    -1 | -3 | -2 | 17 | 2 | 35* | -9 | 51*
- COc1ccc(CSc2nc3ccncc3n2CC(=O)Nc2ccc(C)cc2C)cc1
    4 | 26 | 28 | 84* | 14 | 70* | 34* | 72*
- O=C(Nc1cnc(N2CCCCCC2)nc1)C1CCC1
    -5 | -2 | 8 | -5 | -5 | -2 | -3 | 0

Reformatted as labelled records: four of the compounds above
COc1ccc2oc(=O)c(N(C)S(=O)(=O)c3ccc(C)cc3)cc2c1
  UCHL1 inh: 1
  USP10 block: -5
  USP8 inh: 29
  USP30 block: -14
  USP7 block: 1
  USP28 inh: 26
  OTUD3 inh: 5
  USP17 block: 7
Cc1noc(-c2ccnc(-n3ncc(C(=O)NC4CCCCCC4)c3C)c2)n1
  UCHL1 inh: 0
  USP10 block: 0
  USP8 inh: 4
  USP30 block: -1
  USP7 block: 4
  USP28 inh: -10
  OTUD3 inh: -1
  USP17 block: -5
CN(CC(=O)Nc1ccc(F)cc1Cl)Cc1ccc2c(c1)OCO2
  UCHL1 inh: -1
  USP10 block: 4
  USP8 inh: -5
  USP30 block: -9
  USP7 block: -5
  USP28 inh: 2
  OTUD3 inh: -4
  USP17 block: -5
Cc1c(CC(=O)N2CCN(c3ncccn3)CC2)c(=O)oc2cc(O)ccc12
  UCHL1 inh: 0
  USP10 block: 4
  USP8 inh: 4
  USP30 block: -9
  USP7 block: 2
  USP28 inh: -3
  OTUD3 inh: 7
  USP17 block: 63*
